From PubChem BioAssay
Mm-Cpn inhibitor: inhibitors of Methanococcus maripaludis chaperonin (MmCpn) | Potency, µM (titrated, usually from 76.9 µM), inactives show top-dose activity, negative = inhibition, most hits filed as inhibitors | actives 0.031% (n = 330,000) | purified Mm-Cpn ATPase, ADP Transcreener TR-FRET; also: potency is read from the fitted curve at half-maximal effect; % is scaled to controls: 0 for no effect and ±100 for the full control effect; nearly all actives have a fitted effect of over 80% in size
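Measured: ADP formation by purified Mm-CPN. Conditions: 25 nM protein, 10 uM ATP, Tris pH 7.4 with Mg2+, K+ and DTT, 37°C for 30 min. Detection: Transcreener HTRF after 30 min at room temperature.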
PI5P4K alpha inh: blocks human PI5P4K alpha kinase activity | P48426 | PI5P4Kalpha enzyme, ADP-Glo luminescence, 60 min; stronger effect = lower value | max response, % | actives 1.2% (n = 330,000); active = max response of -50% or lower; inconclusive = between -30% and -50%; inactive = -30% or higher; also: value at the top dose of about 77 µM; % is scaled to controls: 0 for no effect and ±100 for the full control effect
Target sequence (P48426 whole entry, looked up): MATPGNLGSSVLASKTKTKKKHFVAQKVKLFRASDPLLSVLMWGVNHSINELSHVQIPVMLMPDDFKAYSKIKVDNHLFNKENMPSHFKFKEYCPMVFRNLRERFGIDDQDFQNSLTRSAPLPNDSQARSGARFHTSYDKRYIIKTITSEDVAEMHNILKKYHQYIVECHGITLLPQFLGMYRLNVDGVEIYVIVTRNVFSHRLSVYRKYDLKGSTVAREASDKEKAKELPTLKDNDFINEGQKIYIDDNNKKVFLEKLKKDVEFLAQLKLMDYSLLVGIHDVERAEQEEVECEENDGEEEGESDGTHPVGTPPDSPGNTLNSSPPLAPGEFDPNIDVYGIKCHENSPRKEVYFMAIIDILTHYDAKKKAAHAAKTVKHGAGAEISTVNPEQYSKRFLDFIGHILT
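PI5P4Kalpha ADP-Glo assay; 5 microM ATP final; 60 min RT reaction; HEPES pH 7.4/EGTA/CHAPS, 5% DMSO; controls lacking substrate or enzyme; luminescent end-point.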
EPAC1 agonist: agonists of human EPAC1. EPAC1 agonist qHTS, biochemical assay; response scale: 100% = response to 6.5 mM cAMP. Potency, µM (series often up to 154 µM), for the others: at the top dose activation, actives largely listed as activators. actives 0.073% (n = 360,000). AID 720707; also: potency is read from the fitted curve at half-maximal effect; nearly all actives have a fitted effect of over 60% in size
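Compounds were pinned as a concentration titration into mixtures of EPAC1 (100 nM), BODIPY-GDP-loaded Rap1B (250 nM) and GDP (50 uM). After 5 min at room temperature, fluorescence was followed for 30 min; activity was scaled to 6.5 mM cAMP.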
EPAC1 antag: EPAC1 (human) antagonism; EPAC1 GEF assay, Rap1b-BODIPY-GDP exchange fluorescence; AID 720709; actives 0.14% (n = 360,000); Potency, µM (series often up to 115 µM), inactives show at the highest dose activity change, negative = inhibition, hits mostly inhibitors; O95398;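 also: potency is read from the fitted curve at half-maximal effect; plate controls were vehicle for no effect and positive control for full effect; nearly all actives have a fitted effect of over 50% in size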
CCT chaperon mod: changes cytosolic chaperonin activity. activity change, % (no concentration beside the values), hits read low. AID 651819. actives 0.3% (n = 360,000). purified chaperonin ATPase assay, HTRF ADP detection, 30 min; in the data active = activity change below about -30%; also: % is scaled to controls: 0 for no effect and ±100 for the full control effect
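Nucleotide hydrolysis assay: TRiC at 20–40 nM final (set by batch activity) with 10 uM ATP, 30 min at 37 °C, in presence of 76 uM compound. Detection by competitive ADP HTRF, 30 min ambient.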
PLK1 PBD block: blocks phosphopeptide binding to human PLK1 polo-box domain; P53350; Plk1 PBD binding of FITC phosphopeptide, fluorescence polarization; Potency, µM, inactives show max response, negative = inhibition, most hits filed as inhibitors; actives 2.8% (n = 360,000); AID 720504; also: potency is read from the fitted curve at half-maximal effect; series mostly up to about 57 µM; % is scaled to controls: 0 for no effect and ±100 for the full control effect; nearly all actives have a fitted effect of over 65% in size
Target sequence (P53350 whole entry, looked up, the tested form may be a part): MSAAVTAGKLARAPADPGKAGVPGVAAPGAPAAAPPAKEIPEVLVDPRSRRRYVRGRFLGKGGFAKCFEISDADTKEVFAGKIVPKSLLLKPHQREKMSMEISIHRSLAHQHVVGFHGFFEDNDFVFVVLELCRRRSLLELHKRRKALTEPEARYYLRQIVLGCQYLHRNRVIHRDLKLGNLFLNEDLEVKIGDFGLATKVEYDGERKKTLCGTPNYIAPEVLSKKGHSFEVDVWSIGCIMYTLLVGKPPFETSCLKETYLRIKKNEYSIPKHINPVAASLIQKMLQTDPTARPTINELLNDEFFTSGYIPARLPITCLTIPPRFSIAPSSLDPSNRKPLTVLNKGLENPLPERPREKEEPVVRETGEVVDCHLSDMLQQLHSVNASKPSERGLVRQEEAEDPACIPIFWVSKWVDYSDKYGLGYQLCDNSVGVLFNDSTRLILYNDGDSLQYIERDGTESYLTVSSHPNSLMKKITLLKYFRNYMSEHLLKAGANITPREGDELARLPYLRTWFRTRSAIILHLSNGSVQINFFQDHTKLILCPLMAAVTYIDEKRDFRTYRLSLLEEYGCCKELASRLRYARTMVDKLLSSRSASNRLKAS
EPAC2 antag: blocks human EPAC2 exchange factor; Potency, µM (doses to about 114 µM), for the others: at the top dose activity, negative = inhibition, most hits filed as inhibitors; actives 0.18% (n = 360,000); EPAC2 GEF exchange of Rap1B-BODIPY-GDP, fluorescence; AID 720708; Q8WZA2; also: potency is read from the fitted curve at half-maximal effect; % is scaled to controls: 0 for no effect and ±100 for the full control effect; nearly all actives have a fitted effect of over 45% in size; many of its hits are not listed in these tables
WRN helicase inh: WRN helicase (human) inhibition; actives 0.46% (n = 360,000); WRN helicase unwinding, fluorescent forked duplex, kinetic; AID 651768; Q14191; Potency, µM (series often up to 114 µM), without a hit: at the highest dose activity change, negative = inhibition, actives largely listed as inhibitors; also: potency is read from the fitted curve at half-maximal effect; % is scaled to controls: 0 for no effect and ±100 for the full control effect; nearly all actives have a fitted effect of over 55% in size
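Kinetic fluorescence helicase assay: unwinding of a quenched forked DNA duplex (100 nM final) with 2 mM ATP final raises red fluorescence (525/598 nm). Compounds sat 15 min at room temperature with 20 nM WRN beforehand.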
Active calls of the source: *; ? = inconclusive; . = not tested or not shown; [ ] = remark or other dose. Unless noted, calls follow the shape of the dose curve; as a rule, active = well fitted curve in the direction sought with a large enough effect; inconclusive = small, poorly fitted or top-dose-only effect, or another doubt; inactive = no such curve, though single readings can be large; an effect the other way counts as inactive or inconclusive. An excerpt, so the mix of outcomes need not match the whole.

SMILES	Mm-Cpn inhibitor	PI5P4K alpha inh	EPAC1 agonist	EPAC1 antag	CCT chaperon mod	PLK1 PBD block	EPAC2 antag	WRN helicase inh
CC(=O)Nc1cccc(OCC(=O)NS(=O)(=O)c2ccc(Cl)cc2)c1	0%	-6	7%	10%	1.2	3%	0%	-1%[57.1 µM]
COc1cccc(N2CCN(C(=O)CCS(=O)(=O)c3ccc4c(c3)oc(=O)n4C)CC2)c1	4%	-12	14%	?	-0.1	?	1%	-14%
Cc1ccc(C2c3[nH]c4ccccc4c3C[C@H]3C(=O)N(c4ccccc4C(=O)NCCN4CCOCC4)C(=O)N23)cc1 (some centres not stated)	-2%	14	-22%	-6%	-1.1	-6%	-24%	1%
COC(=O)C1CCN(CC(=O)Nc2sc3c(c2C#N)CCC3)CC1	0%	-13	-3%	8%	-2.2	-6%	7%	-26%
O=C(NCCCn1ccnc1)c1ccc(-c2cccc(C(F)(F)F)c2)o1	-1%	7	0%	-39%	4.1	-8%	-7%	-2%
CC(=O)c1ccc(N2CCN(C(=O)CCCn3c(=O)[nH]c4ccsc4c3=O)CC2)cc1	-1%	-2	5%	7%	-1.3	-7%	2%	-4%
O=C(Nc1nc(-c2ccc3ccccc3c2)cs1)C1CCN(S(=O)(=O)c2cccs2)CC1	-7%	-4	6%	17%	-51*	-8%	-1%	1%
CCC(C)[C@H](NC(=O)[C@@H]1CSC2c3ccccc3C(=O)N21)C(=O)NCc1ccco1 (some centres not stated)	-1%	-8	1%	?	-0.2	-21%	8%	8%
Cn1c(NCc2ccccc2F)nc2cc(-c3ccsc3)sc2c1=O	.	15	14%	-15%	-1.4	5%	8%	-11%
CCOc1cc(S(=O)(=O)N2CCN(S(=O)(=O)CC)CC2)c(OCC)cc1-n1cnnn1	1%	1	16%	6%	0.7	-8%	-7%	-6%
CC(C)C[C@@H](CN=[N+]=[N-])N1CCN(CC(C)C)CCC1=O	-1%	-2	-14%	9%	-1.8	?	26%	-6%
O=C(CNC(=O)OCc1ccccc1)NC1(C(=O)O)CCCC1	.	5	-1%	10%	0.7	-2%	24%	1%
Cc1[nH]n(-c2ccccc2)c(=O)c1N=Nc1c(Cl)cccc1Cl	3%	-3	-3%	-16%	-0.1	3%	-11%	8%
N#C/C(=C\c1ccc(-c2ccccc2)cc1)c1nc(-c2ccco2)cs1	-1%	?	-4%	4%	2.2	1%	10%	4%
O=C1/C(=C\c2ccc(-c3ccccc3[N+](=O)[O-])o2)C(c2ccccc2)=NN1c1ccccc1	2%	-8	5%	11%	0.5	3.4µM*	-2%	3%
CC(C)Cn1c(/C=N/Nc2nc3ccccc3[nH]2)nc2ccccc21	1%	-14	10%	1%	-7.5	-12%	7%	3%
Cc1cc(Nc2ccc(F)c(F)c2)nc(-c2ccccc2O)n1	-11%	5	3%	12%	-3.6	-15%	3%	5%
COc1ccc(CCN(C)C(=O)N2CCOCC2)cc1OC	1%	0	5%	8%	0.9	-2%	0%	8%
COC(=O)/C(=C\Nc1ccc(OC)cc1)NC(=O)c1ccc(Cl)cc1Cl	.	7	0%	-29%	-0.3	0%	3%	-2%
CSCCC(C(=O)OCC(=O)c1ccc(C)c(C)c1)N1C(=O)c2ccccc2C1=O (configuration not stated)	1%	6	-5%	-29%	-1.2	-11%	-11%	?
Cc1cc(C)nc(SCc2nnc(SCC(=O)Nc3cc(C(F)(F)F)ccc3Cl)o2)n1	0%	.	4%	3%	2.3	-9%	-3%	1%
Cn1ccc2c(-c3cccc4ccccc34)cc3c(c21)C1CCC3C1 (configuration not stated)	.	27	-2%	-18%	-0.8	-22%	-21%	6%
CCOc1ccc(CCNC(=O)COC(=O)c2ccc(C)c([N+](=O)[O-])c2)cc1OCC	-6%	10	5%	-10%	-3.1	-2%	4%	-30%
COc1cccc(CNC(=O)CNS(=O)(=O)c2ccc(Br)s2)c1	2%	4	6%	-14%	-0.7	-9%	3%	-4%
O=C(CCc1nnc(CCc2c[nH]c3ccccc23)o1)NC1CCC1	2%	-20	-3%	6%	-2.1	24µM*	2%	9%
(next part)
SMILES	Mm-Cpn inhibitor	PI5P4K alpha inh	EPAC1 agonist	EPAC1 antag	CCT chaperon mod	PLK1 PBD block	EPAC2 antag	WRN helicase inh
O=C(CN1C(=O)S/C(=C\c2cccs2)C1=O)Nc1ccc(C(=O)O)c(O)c1	2%	?	-5%	-23%	-3.1	-25%	?	-5%
Nc1nc(NC(=O)c2cccc(S(=O)(=O)N3CCCCCC3)c2)nc(-c2ccccc2)n1	-3%	?	-7%	-1%	-3.2	-8%	2%	2%
COc1cc(OC)nc(Oc2ccccc2C(=O)Oc2ccc(Cl)cc2)n1	?	11	5%	-29%	-2.2	-3%	?	-7%
CC1CCCC(NC(=O)C2CCN(S(=O)(=O)c3cccc4nonc34)CC2)C1C (configuration not stated)	1%	1	1%	-7%	1.6	-11%	3%	1%
CC(C)Oc1cccc(C(=O)Nc2ccccc2N2CCOCC2)c1	-16%	9	6%	-6%	-0.6	-11%	-5%	-14%
COc1cc(OC)cc(C(=O)OCC(=O)c2ccc(S(=O)(=O)N3CCCCC3)cc2)c1	-4%	-5	14%	13%	0.6	0%	18%	1%
Cn1c(N)c(C(=O)COC(=O)Cc2ccccc2F)c(=O)n(C)c1=O	0%	-11	-9%	-12%	-3.1	0%	12%	4%
CCN(CC(=O)Nc1cc(Cl)ccc1C)C(=O)Cn1c(=O)cnc2ccccc21	-2%	5	-3%	-14%	-0.8	2%	2%	13%
Cc1ccc(N2C(=O)C(Cl)=C(Nc3c(C)n(C)n(-c4ccccc4)c3=O)C2=O)cc1	1%	.	7%	-5%	-5.2	-28%	1%	-6%
N#C/C(=C\c1ccncc1)c1nc2c(s1)CCCC2	1%	-2	3%	-10%	1.0	-11%	-5%	-2%
Cc1ccc(-c2csc3ncnc(SCC(=O)NCC4CCCO4)c23)cc1 (configuration not stated)	?	-2	10%	8%	0.4	4%	-4%	1%
CC1(c2nnnn2Cc2ccccc2)CCC(=O)N1C1CC1 (configuration not stated)	.	3	2%	-7%	-0.9	-8%	-8%	-4%
O=C(COC(=O)C1CCN(S(=O)(=O)c2c(Cl)cccc2Cl)CC1)NCc1ccco1	1%	-1	-8%	1%	-1.0	-2%	4%	-6%
COc1ccccc1CCC(=O)OCC(=O)Nc1c(C)nn(-c2ccccc2)c1C	2%	6	?	-4%	5.8	-2%	14%	-2%
C(=N\NCc1ccccc1)/c1ccc2nccnc2c1	0%	0	2%	-16%	2.0	2%	2%	0%
CCn1nc(NC(=O)CC(C)C)c2cc3cccc(C)c3nc21	-1%	5	-5%	-13%	0.3	-6%	-1%	15%
Cc1ccccc1Nc1ccc(S(=O)(=O)N2CCOCC2)cc1[N+](=O)[O-]	-3%	3	6%	-26%	-0.6	-9%	-11%	-4%
CN(C(=O)c1ccc(NC(=O)Cc2cccc(NC(=O)C3CCCN(C(=O)C4CCCCC4)C3)c2)cc1)C1CCCC1 (configuration not stated)	0%	-2	-4%	-10%	-1.7	-8%	6%	0%
CC(=O)c1cccc(-n2nnnc2SCC(=O)N2CCCC2)c1	-3%	5	8%	-2%	0.6	-16%	-1%	1%
Cc1cc(C(O)c2ncc(-c3cccc4ccccc34)[nH]2)ccc1F (configuration not stated)	.	11	-2%	-23%	-0.5	7%	-14%	-8%
O=C1C(=O)N(C2CCS(=O)(=O)C2)C(c2cccc(O)c2)/C1=C(/O)c1ccc(Cl)cc1 (configuration not stated)	-4%	-7	-3%	-1%	-2.7	-9%	13%	14%
CC(C)CC(NC(=O)c1cccc(Cl)c1)C(=O)O (configuration not stated)	-3%	3	-4%	14%	1.4	3%	9%	7%
CN(C)S(=O)(=O)c1cccc(NC(=O)CCc2nc3sc4c(c3c(=O)[nH]2)CCCC4)c1	-1%	-6	16%	-27%	2.7	-5%	-4%	-10%
CC(C)[C@H](NC(=O)c1ccccc1Cl)C(=O)OCc1cc([N+](=O)[O-])cc2c1OCOC2	-2%	-7	0%	-20%	-1.5	-8%	-6%	-3%
C[C@H](CO)N1C[C@H](C)[C@@H](CN(C)S(=O)(=O)c2cccs2)Oc2c(NS(=O)(=O)c3ccc(F)cc3)cccc2C1=O	0%	-4	-8%	?	-3.1	-16%	-14%	-8%
COc1ccc(NC(=O)c2c(C)oc3c2CCCC3)cc1	1%	.	-5%	3%	-0.8	-3%	8%	0%

Exported with bars between the fields: part of the list above
canonical_smiles | Mm-Cpn inhibitor | PI5P4K alpha inh | EPAC1 agonist | EPAC1 antag | CCT chaperon mod | PLK1 PBD block | EPAC2 antag | WRN helicase inh
CC1(c2nnnn2Cc2ccccc2)CCC(=O)N1C1CC1 (configuration not stated) | . | 3 | 2% | -7% | -0.9 | -8% | -8% | -4%
O=C(COC(=O)C1CCN(S(=O)(=O)c2c(Cl)cccc2Cl)CC1)NCc1ccco1 | 1% | -1 | -8% | 1% | -1.0 | -2% | 4% | -6%
COc1ccccc1CCC(=O)OCC(=O)Nc1c(C)nn(-c2ccccc2)c1C | 2% | 6 | ? | -4% | 5.8 | -2% | 14% | -2%
C(=N\NCc1ccccc1)/c1ccc2nccnc2c1 | 0% | 0 | 2% | -16% | 2.0 | 2% | 2% | 0%
CCn1nc(NC(=O)CC(C)C)c2cc3cccc(C)c3nc21 | -1% | 5 | -5% | -13% | 0.3 | -6% | -1% | 15%
Cc1ccccc1Nc1ccc(S(=O)(=O)N2CCOCC2)cc1[N+](=O)[O-] | -3% | 3 | 6% | -26% | -0.6 | -9% | -11% | -4%
CN(C(=O)c1ccc(NC(=O)Cc2cccc(NC(=O)C3CCCN(C(=O)C4CCCCC4)C3)c2)cc1)C1CCCC1 (configuration not stated) | 0% | -2 | -4% | -10% | -1.7 | -8% | 6% | 0%
CC(=O)c1cccc(-n2nnnc2SCC(=O)N2CCCC2)c1 | -3% | 5 | 8% | -2% | 0.6 | -16% | -1% | 1%
Cc1cc(C(O)c2ncc(-c3cccc4ccccc34)[nH]2)ccc1F (configuration not stated) | . | 11 | -2% | -23% | -0.5 | 7% | -14% | -8%
